HGIII-sPLA2 inh = Blocks human group III sPLA2 activity; Q9NZ20; QFRET BODIPY PC-A2 liposome hydrolysis, fluorescence; inhibition, % at 12.2 µM; hit rate 0.56% among 370,000;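 active = inhibition above mean plus 3 SD of compounds lying within the high and low control bounds, cut at about 19% in these data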;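 also: 0% = median of test compound wells and 100% = no enzyme DMSO wells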
GC-B act = GC-B (human) receptor activation. P20594. HEK293-GC-B cells, CNP EC30, cGMP TR-FRET; 0% at EC30 CNP, 100% saturating CNP. activation, % at 10 µM. hit rate 0.11% among 370,000. AID 1920062;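 active = activation at 10 µM reaching about 35% in either raw or pattern-adjusted values, limit read from the data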
Target sequence (P20594 whole entry, looked up): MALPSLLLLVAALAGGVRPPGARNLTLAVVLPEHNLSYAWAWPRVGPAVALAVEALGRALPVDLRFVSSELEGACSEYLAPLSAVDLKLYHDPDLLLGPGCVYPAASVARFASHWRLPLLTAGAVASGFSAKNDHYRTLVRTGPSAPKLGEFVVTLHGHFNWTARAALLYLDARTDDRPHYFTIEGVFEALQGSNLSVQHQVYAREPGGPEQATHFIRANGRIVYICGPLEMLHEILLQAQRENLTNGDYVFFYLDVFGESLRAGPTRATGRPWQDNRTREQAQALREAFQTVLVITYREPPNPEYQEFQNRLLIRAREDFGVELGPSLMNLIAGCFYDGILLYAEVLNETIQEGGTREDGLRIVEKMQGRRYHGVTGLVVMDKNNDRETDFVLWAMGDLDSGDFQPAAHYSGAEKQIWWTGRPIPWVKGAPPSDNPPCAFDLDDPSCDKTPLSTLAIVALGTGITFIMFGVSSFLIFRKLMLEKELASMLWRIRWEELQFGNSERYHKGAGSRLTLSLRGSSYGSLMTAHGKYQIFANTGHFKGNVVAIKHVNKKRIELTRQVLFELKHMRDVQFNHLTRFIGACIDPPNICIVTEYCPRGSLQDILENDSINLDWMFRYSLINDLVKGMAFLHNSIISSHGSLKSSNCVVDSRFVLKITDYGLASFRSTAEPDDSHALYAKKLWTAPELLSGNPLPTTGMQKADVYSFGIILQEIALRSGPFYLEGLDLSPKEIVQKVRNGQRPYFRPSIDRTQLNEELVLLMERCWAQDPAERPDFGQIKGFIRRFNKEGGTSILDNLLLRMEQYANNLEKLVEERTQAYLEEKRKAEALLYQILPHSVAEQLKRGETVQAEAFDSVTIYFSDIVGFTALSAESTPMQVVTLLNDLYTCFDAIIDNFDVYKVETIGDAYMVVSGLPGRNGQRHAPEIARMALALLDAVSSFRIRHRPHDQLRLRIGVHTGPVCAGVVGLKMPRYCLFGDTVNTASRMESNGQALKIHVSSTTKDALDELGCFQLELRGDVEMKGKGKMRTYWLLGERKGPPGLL
hcDAF12 agonist = activates DAF-12 receptor from parasite H. contortus; HEK293 hcDAF-12 lit1-tk-luc reporter, luminescence; 0% DMSO, 100% Δ7-dafachronic acid; hit rate 1.4% among 370,000; activation, % at 6.8 µM;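 active = activation above the mean of all tested compounds plus 3 SD, cut at about 5.5% in these data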;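 also: 100% = response to 3 µM Δ7-dafachronic acid high control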
DAX1 inh-1 = inhibitors of DAX1 repression of SF-1 activated StAR promoter. inhibition, % at 6.8 µM. AID 652010. hit rate 1.1% among 370,000. HEK293T StAR-luciferase reporter, SF-1/DAX-1 repression relief;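 active = inhibition above the mean over all tested compounds plus 3 SD, cut at about 3.6% in these data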;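 also: 0% = DAX-1 cells with DMSO and 100% = cells lacking DAX-1 with DMSO; higher inhibition means more luminescence from relief of DAX-1 repression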
proKLK7 act = activates the human kallikrein-7 zymogen; purified proKLK7, EDANS-DABCYL substrate fluorescence; 100% is mature enzyme control, 0% vehicle; AID 652039; activation, % at 7 µM; P49862; hit rate 0.9% among 370,000;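 active = activation above the mean of all tested compounds plus 3 SD, computed per campaign excluding outliers beyond control limits, cut at about 13% in these data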
ssDAF12 agonist = activators of S. stercoralis DAF-12 nuclear receptor; HEK293 ssDAF-12/GRIP1 lit1-tk-luc reporter, luminescence; % of 3 µM dafachronic acid response; activation, % at 6.8 µM; hit rate 1% among 370,000;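 active = activation above the mean over all tested compounds plus 3 SD, cut at about 0.9% in these data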;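 also: 0% = DMSO-only wells and 100% = 3 µM delta7-dafachronic acid wells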
DAX1 inh-2 = inhibitors of human orphan nuclear receptor DAX1 (NR0B1); HEK293 Gal4-DAX1 luciferase reporter, luminescence; inhibition, % at 6.75 µM; hit rate 0.99% among 340,000; AID 504766;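 active = inhibition above the mean over all tested compounds plus 3 SD, cut at about 4.2% in these data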;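 also: 0% = DAX1-transfected cells with DMSO and 100% = empty-vector control cells with DMSO; inhibition shows as a rise in luminescence from relieved DAX1 repression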
SMARCA2 act = activators of SMARCA2 function. MG213 cells, MMTV-luciferase reporter, dexamethasone, overnight. activation, % at 9.1 µM. hit rate 1% among 370,000. AID 652017; in the data active = activation above about 7.8%;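 also: 0% = vehicle wells and 100% = reference activator wells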
FXN GAA850 act = frataxin GAA850 promoter activation; HEK293 lucGAA850 FXN promoter luciferase reporter, 24 h; percent of 10 µM SAHA response; activation, % at 6 µM; hit rate 0.56% among 360,000; AID 540364;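 active = activation above the average of all compounds screened plus 3 SD, cutoff fixed separately per campaign, cut at about 7.5% in these data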;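 also: 0% = DMSO wells and 100% = 10 µM SAHA wells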
GC-A act = GC-A (human) enzyme activation | activation, % at 10 µM | hit rate 0.14% among 370,000 | HEK293 GC-A cells, cGMP TR-FRET, EC30 ANP; 0% at EC30 ANP, 100% saturating ANP; in the data active = activation above about 40%
hgDAF-12 ag = activates the H. glycines DAF-12 receptor ligand-binding domain; hit rate 1.8% among 370,000; activation, % at 6.8 µM; HEK293 GAL4-hgDAF12 UAS-luciferase reporter, agonist luminescence; normalized to butyrate control; AID 687014;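 active = activation above a cutoff set at the mean of all screened compounds plus 3 SD, cut at about 10% in these data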;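 also: 0% = DMSO wells and 100% = sodium butyrate wells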
* marks the source's active call; other numbers are inactive results; / = no result given.

SMILES | HGIII-sPLA2 inh | GC-B act | hcDAF12 agonist | DAX1 inh-1 | proKLK7 act | ssDAF12 agonist | DAX1 inh-2 | SMARCA2 act | FXN GAA850 act | GC-A act | hgDAF-12 ag
c1ccc(CN2CC[C@@H](Nc3nccn4ccnc34)C2)cc1 | 7 | -2 | 2.0 | -1.3 | 1.6 | -0.6 | / | -4 | -2.3 | 0 | 0.7
Cc1ccc(S(=O)(=O)NCCC(=O)NCCc2ccccc2)cc1 | -3 | -1 | 0.7 | 0.6 | 0.4 | -0.8 | 0.2 | 1 | 2.1 | 0 | -0.8
CC1(C)CC(=O)C=C(c2ccc(COC(=O)Cc3ccccc3)cc2)C1=O | -4 | 8 | -1.4 | 1.4 | 0.9 | -1.1 | 0.5 | -1 | -0.5 | 3 | 1.4
CCOc1ccc(N(CC(=O)Nc2c(C)n(C)n(-c3ccccc3)c2=O)S(=O)(=O)c2ccc3c(c2)N(C(=O)C2CCC2)CC3)cc1 | -4 | 0 | -2.2 | -0.2 | 0.3 | -1.6 | / | -5 | / | -4 | 1.8
Cc1c(C(=O)NNC(=O)c2cccnc2)cccc1[N+](=O)[O-] | 9 | -1 | -0.1 | -0.1 | -0.3 | -0.9 | 1.1 | -3 | -0.4 | 0 | 3.3
CCCc1cc(=O)[nH]c(SCC(=O)Nc2ccc(C)cc2)n1 | -3 | / | 0.6 | 0.1 | -0.4 | -0.8 | 0.1 | -1 | -0.7 | / | 1.0
COCCn1c(CN2CCN(c3cccc(Cl)c3)CC2)nc2c1c(=O)n(C)c(=O)n2C | -4 | -3 | -4.0 | -3.8 | -0.2 | -1.8 | -1.4 | -3 | 0.2 | -1 | -3.0
N#Cc1cccc(C(=O)Nc2ccccc2C(=O)NC2CC2)c1 | -3 | -7 | -0.5 | -1.0 | 0.1 | -1.5 | 0.4 | -3 | 2.3 | -7 | 5.0
C/C(=C\c1ccccc1)CN1CCN(C)CC1 | 3 | 3 | -0.8 | -0.1 | -0.1 | -1.2 | -0.2 | -3 | 0.1 | 2 | -1.3
CC(=O)Nc1ccc(C(=O)OCC(=O)Nc2c(C)n(C)n(-c3ccccc3)c2=O)cc1 | 5 | -1 | -0.7 | -0.5 | 0.0 | -0.7 | 0.1 | 3 | 1.4 | 0 | 7.6
Cc1nc2n[nH]c(N)c2nc1C | 3 | -1 | 1.7 | 1.6 | 0.4 | -0.7 | 0.6 | -3 | -0.4 | 4 | 1.1
COC(=O)c1ccccc1NC(=O)CSCC(=O)Nc1ccccc1 | -2 | -1 | -1.0 | -0.6 | -0.7 | -2.0 | 2.1 | 2 | 1.9 | -6 | -3.8
CCOC(=O)c1c(NC(=O)CSc2nnnn2-c2ccccc2)sc2c1CCC(C)C2 (stereo not given) | 6 | 9 | -0.7 | 0.8 | 0.5 | -0.9 | -0.1 | -2 | -0.2 | 1 | -1.3
CNC(=S)NC1CC2CCC(C1)N2Cc1ccccc1 (stereo not given) | 6 | -2 | 0.7 | -0.7 | 0.7 | -0.1 | -0.2 | -2 | -0.5 | 6 | 0.3
Cc1nc(NC(=O)CCC(=O)O)sc1C(=O)N(C)C | 3 | 8 | -1.0 | 0.0 | -0.1 | -0.9 | -0.1 | -1 | -2.2 | 1 | -2.2
CN(C)S(=O)(=O)c1ccc2c(c1)c(=O)c(C(=O)N1CCN(c3ccccn3)CC1)cn2C | -2 | -5 | 0.1 | 1.1 | -0.5 | -1.2 | 3.0 | 3 | 1.6 | 2 | 3.7
c1ccc(-c2ccc3ncccc3n2)cc1 | 17 | 4 | 2.0 | 3.7* | 0.4 | 0.5 | / | 0 | / | -2 | 8.4
O=C(Nc1c(C(=O)N2CCCC2)cnn1-c1ccccc1)c1cccc(F)c1 | -2 | -4 | 3.7 | 0.1 | 0.1 | -0.6 | 0.9 | -6 | -1.4 | -7 | 2.2
CCn1c(CCNC(=O)c2cccs2)nnc1SCC(=O)Nc1cccc(Cl)c1 | -2 | -1 | 0.4 | 0.2 | 1.0 | -1.5 | -1.7 | -1 | -2.2 | -2 | 0.7
COc1ccccc1-n1c(SCC(=O)O)nc2c(sc(=S)n2-c2ccc(Cl)c(C)c2)c1=O | -32 | 0 | -0.6 | 0.1 | 0.1 | -0.7 | 0.3 | -1 | -1.2 | -4 | -0.9
O=C(N=C1SC2CS(=O)(=O)CC2N1c1ccc(Cl)cc1)C1CCCO1 (stereo not given) | 1 | 3 | 0.3 | 0.2 | 0.1 | -0.9 | 0.3 | -1 | 1.4 | -2 | -2.8
Cc1cc(C)c(C(=O)Nc2cccc(F)c2)c(Cl)n1 | -4 | 1 | -0.7 | -0.8 | 0.2 | -1.8 | -0.2 | -2 | 0.4 | -1 | 0.9
CNC(=O)C1CC(=O)N(CCc2ccc(C)cc2)C1 (stereo not given) | 13 | -3 | -0.2 | 0.2 | -0.4 | -1.0 | -0.6 | -3 | -0.4 | 3 | -2.3
Clc1ccc(CNc2nc(CN3CCOCC3)nc3scc(-c4ccccc4)c23)cc1 | -15 | -1 | -1.5 | -0.9 | 0.2 | -1.8 | 0.3 | 0 | 2.5 | 1 | 2.1
COc1ccc(CCNc2cc(C)nc(N)n2)cc1OC | -4 | 1 | 0.6 | -0.5 | -0.5 | -0.9 | -1.9 | -2 | 1.6 | -2 | -1.5
O=C(CN1C(=O)NC(CCc2ccccc2)C1=O)Nc1ccccc1C(F)(F)F (stereo not given) | 8 | 0 | -1.6 | -0.2 | 0.0 | -1.1 | 0.7 | -1 | 0.1 | 2 | -1.2
CCCn1cc(CN2CCC(n3nccc3NC(=O)c3ccccc3)CC2)c(C)n1 | 1 | 2 | -0.8 | 0.7 | -0.3 | -0.5 | -0.4 | -1 | 0.9 | -1 | -3.1
Cc1ccc(-c2ccc(CCC(=O)O)o2)cc1 | -9 | 2 | -1.1 | -0.1 | -0.3 | 2.6* | -0.1 | 2 | 2.2 | 15 | 0.0
CC1CCCCN1C(=O)c1ccc(CNC(=O)c2cccc(Br)c2)cc1 (stereo not given) | -4 | -8 | -1.5 | -0.7 | -0.4 | 0.3 | / | -5 | / | 0 | 0.7
CN(Cc1cccnc1)C(=O)CC1C(=O)NCCN1CC(c1ccccc1)c1ccccc1 (stereo not given) | -3 | -5 | -0.7 | -0.2 | -0.2 | -1.3 | 0.3 | -2 | 0.7 | -7 | 2.8
Fc1ccc(-c2csc(NC3=NCCC3)n2)cc1 | 4 | -8 | -0.2 | 0.6 | 0.1 | -1.3 | -0.9 | -1 | 1.9 | -4 | 1.4
O=C(c1cccs1)N(CCO)Cc1cc2cc3c(cc2[nH]c1=O)OCCO3 | 4 | -1 | -1.6 | -0.2 | 1.6 | -0.6 | / | -1 | / | -2 | 1.3
CN(N=Cc1cccc2cccnc12)c1ccc([N+](=O)[O-])cc1[N+](=O)[O-] | -2 | -1 | 1.1 | -0.2 | 0.0 | -0.1 | 1.4 | 1 | -2.3 | -7 | -1.6
O=C(C[C@H]1CC[C@@H]2[C@H](COC[C@H](O)CN2Cc2nccs2)O1)NCc1ccccc1Cl | 2 | 1 | -0.1 | -0.7 | -0.3 | -1.0 | / | -2 | / | 0 | 0.3
Nc1nnc(SCC(=O)N2CCN(c3ccccc3)CC2)s1 | 4 | 0 | -0.2 | 0.2 | -0.7 | -1.4 | -0.5 | -3 | -0.9 | 1 | -0.8
CCc1ccc(NC(=O)N(Cc2cccnc2)Cc2ccco2)cc1 | -1 | 2 | -1.0 | 0.4 | 0.2 | 0.4 | 1.9 | 2 | 1.9 | 1 | -0.8
CCCCCC1CCC(c2ccc(/C(N)=N/O)cc2)CC1 (stereo not given) | -1 | -5 | 1.4 | -0.1 | -0.3 | -1.2 | 5.5* | 3 | 0.6 | -4 | -2.3
Cc1ccc(S(=O)(=O)N2CCN(C)CC2)cc1C | -1 | 2 | 1.6 | 0.2 | -0.3 | -0.6 | 3.9 | 0 | 1.5 | 3 | -2.2
O=C(Nc1ccc(N2CCOCC2)cc1)c1cc(F)c(F)cc1Cl | -4 | 3 | -0.8 | 0.6 | -0.3 | -1.0 | 0.4 | 3 | 1.4 | -1 | 5.1
O=C(NCc1ccccn1)c1cn(Cc2ccccc2)nn1 | 3 | -2 | -1.8 | 0.5 | -0.5 | -1.4 | -0.1 | -4 | 0.3 | 3 | 1.8

Structural class, the compounds so far containing fluorine
SMILES | HGIII-sPLA2 inh | GC-B act | hcDAF12 agonist | DAX1 inh-1 | proKLK7 act | ssDAF12 agonist | DAX1 inh-2 | SMARCA2 act | FXN GAA850 act | GC-A act | hgDAF-12 ag
O=C(Nc1c(C(=O)N2CCCC2)cnn1-c1ccccc1)c1cccc(F)c1 | -2 | -4 | 3.7 | 0.1 | 0.1 | -0.6 | 0.9 | -6 | -1.4 | -7 | 2.2
Cc1cc(C)c(C(=O)Nc2cccc(F)c2)c(Cl)n1 | -4 | 1 | -0.7 | -0.8 | 0.2 | -1.8 | -0.2 | -2 | 0.4 | -1 | 0.9
O=C(CN1C(=O)NC(CCc2ccccc2)C1=O)Nc1ccccc1C(F)(F)F (stereo not given) | 8 | 0 | -1.6 | -0.2 | 0.0 | -1.1 | 0.7 | -1 | 0.1 | 2 | -1.2
Fc1ccc(-c2csc(NC3=NCCC3)n2)cc1 | 4 | -8 | -0.2 | 0.6 | 0.1 | -1.3 | -0.9 | -1 | 1.9 | -4 | 1.4
O=C(Nc1ccc(N2CCOCC2)cc1)c1cc(F)c(F)cc1Cl | -4 | 3 | -0.8 | 0.6 | -0.3 | -1.0 | 0.4 | 3 | 1.4 | -1 | 5.1

Further structures follow.
SMILES | HGIII-sPLA2 inh | GC-B act | hcDAF12 agonist | DAX1 inh-1 | proKLK7 act | ssDAF12 agonist | DAX1 inh-2 | SMARCA2 act | FXN GAA850 act | GC-A act | hgDAF-12 ag
COC(=O)CN1C(c2ccc(Cl)cc2)=Nc2ccc(Cl)cc2C1c1ccccc1 (stereo not given) | 9 | -15 | 2.6 | -0.3 | 0.2 | 0.3 | -0.5 | 0 | 13* | -17 | -2.0
CCC(C)NC(=O)c1cc2cc3ccc(OC)cc3nc2o1 (stereo not given) | 0 | -9 | -0.5 | 0.6 | 40* | -1.2 | 0.6 | 2 | 3.6 | 3 | 2.2
C=C(C)c1ccc(C(C)(C)NC(=O)N2CCN(C)CC2)cc1 | 11 | 6 | -0.9 | -0.1 | -0.8 | -0.4 | 1.1 | 1 | 1.6 | 0 | -1.2
Cc1ccccc1NC(=O)c1ccc2c(c1)CCN2S(C)(=O)=O | 13 | 2 | -0.4 | 1.0 | -0.1 | -1.2 | -0.4 | -2 | 3.0 | -2 | 0.3
NC(=O)Cn1cc(/C=N/NC(=O)c2ccc(Cn3cc(Cl)cn3)o2)c(-c2ccccc2)n1 | 1 | -2 | 0.8 | -0.6 | 20* | -0.2 | -0.6 | 3 | -0.8 | 0 | 2.2
CCCc1cc(=O)[nH]c(SCC(=O)c2ccc(S(=O)(=O)N3CCCC3)cc2)n1 | -21 | 0 | -2.2 | -0.5 | 4.4 | -1.0 | -2.1 | -2 | -2.0 | -3 | -1.1
O=C(Nc1nc2ncccn2c1-c1ccc(F)c(F)c1)c1ccccc1 | 4 | 4 | 1.8 | -1.7 | 11 | -1.3 | / | -2 | / | -2 | 2.5
CCOC(=O)C(=O)N1CCN(CC)CC1 | 2 | 2 | -0.4 | -0.2 | 0.0 | -1.0 | 0.0 | -2 | -1.3 | 2 | -0.8

Screening data deposited in PubChem BioAssay by several laboratories.
